Screening data deposited in PubChem BioAssay by several laboratories.
Dyrk1A ADPGlo – inhibitors of rat Dyrk1A kinase. hit rate 0.43% among 310,000. Q63470. AID 504441. inhibition, % at 12.5 µM. ADP-Glo luminescence, NFATc1 peptide; in the data active = inhibition above about 50%;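 note: plate controls were vehicle with enzyme for no effect and no enzyme for full effect; many of its hits are not listed in these tables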
KCNK9 inh – blocks the human KCNK9 two-pore domain potassium channel; B-score at 10 µM; hit rate 1.2% among 310,000; HEK293 KCNK9, FluxOR thallium flux fluorescence; stronger effect = lower value; Q9NPC2;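 active = ratio B-score over 3 SD below the library mean, with starting fluorescence within 5 SD of its mean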;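 note: negative B-score means less thallium flux so channel inhibition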
KCNK3 inh – human KCNK3 channel inhibition, primary screen; AID 602410; O14649; hit rate 0.84% among 340,000; B-score at 10 µM; CHO-KCNK3 thallium flux, FluxOR fluorescence; stronger effect = lower value;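 active = B-score under library mean minus 4 SD, starting fluorescence ratio at most library mean plus 5 SD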;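 note: more negative B-score means stronger inhibition of thallium flux through KCNK3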
Target sequence (O14649 whole entry, looked up): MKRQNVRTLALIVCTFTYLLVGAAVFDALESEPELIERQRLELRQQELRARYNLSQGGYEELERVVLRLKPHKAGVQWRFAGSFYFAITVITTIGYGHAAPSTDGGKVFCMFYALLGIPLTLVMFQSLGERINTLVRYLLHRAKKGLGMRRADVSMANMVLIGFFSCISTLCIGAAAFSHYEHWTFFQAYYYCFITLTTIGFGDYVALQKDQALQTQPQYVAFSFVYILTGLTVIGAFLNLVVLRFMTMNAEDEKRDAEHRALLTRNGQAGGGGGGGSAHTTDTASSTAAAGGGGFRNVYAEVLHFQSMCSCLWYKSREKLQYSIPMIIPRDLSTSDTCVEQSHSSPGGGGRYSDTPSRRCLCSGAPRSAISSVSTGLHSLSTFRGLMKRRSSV
KCNQ1 act – human KCNQ1 channel potentiation or activation; P51787; CHO-K1 KCNQ1, thallium flux FluxOR fluorescence; stronger effect = higher value; B-score at 10 µM; hit rate 0.35% among 310,000;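 active = fluorescence ratio B-score, a plate-corrected score, at least three library SD, with initial intensity B-score within 5 SD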
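Assay system: CHO-K1 cells stably expressing KCNQ1; Medium: assay buffer with matched DMSO; Also added: K+/Tl+ depolarizing stimulus; Dosing: single dose; Timing: dye 90 min, compound 20 min, room temperature; Measured by: kinetic FluxOR thallium fluorescence, 10-s 1-Hz baseline, 110-s post-stimulus read; Read-out: peak-minus-minimum fluorescence over initial fluorescence, negative-control normalized, B-scored.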
GSK3beta inhib – human GSK3beta kinase inhibition | activity score (negative = inhibition), % at 10 µM | hit rate 0.038% among 300,000 | GST-GSK3beta kinase, ADP-Glo luminescence, 60 min; stronger effect = lower value | P49841 | AID 2097;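 active = more than half of replicate wells score below -50%, meaning over 50% inhibition versus plate controls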;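 note: 0% = median DMSO wells and -100% = median GW8510 positive control wells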
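Test system: GST-fused GSK3beta enzyme, cell-free | Quantity: 1.6 ng GST-GSK3beta enzyme per well | Reagent: 25 µM ATP with peptide substrate | Schedule: 60 min enzyme reaction, room temperature | Signal: Luminescent ADP-Glo measurement of ADP formed | Read-out basis: Score relative to plate controls | Control set: DMSO and 20 µM GW8510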
GSK3A inh – human GSK-3 alpha kinase inhibition; P49840; ADP-Glo luminescence, 60 min; inhibition, % at 10 µM; hit rate 0.1% among 320,000; AID 2650;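 in the data active = inhibition above about 50%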;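 note: GST-tagged GSK-3 alpha with peptide substrate and 25 µM ATP; 0% = DMSO neutral wells and 100% = GW8510 positive control wells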
Target sequence (P49840 whole entry, looked up): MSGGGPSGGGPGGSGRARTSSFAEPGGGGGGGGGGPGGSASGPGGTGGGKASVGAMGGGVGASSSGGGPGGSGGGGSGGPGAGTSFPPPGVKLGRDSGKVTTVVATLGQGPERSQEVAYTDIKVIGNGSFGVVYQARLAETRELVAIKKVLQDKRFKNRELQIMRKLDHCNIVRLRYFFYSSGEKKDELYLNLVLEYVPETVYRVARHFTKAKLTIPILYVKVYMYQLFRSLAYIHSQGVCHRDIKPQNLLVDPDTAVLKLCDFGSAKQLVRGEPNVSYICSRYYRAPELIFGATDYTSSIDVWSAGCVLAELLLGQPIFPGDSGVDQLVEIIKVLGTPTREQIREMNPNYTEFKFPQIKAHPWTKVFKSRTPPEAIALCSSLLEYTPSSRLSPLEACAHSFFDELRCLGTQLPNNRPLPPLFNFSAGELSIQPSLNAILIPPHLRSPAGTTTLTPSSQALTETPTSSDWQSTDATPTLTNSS
HDAC3 inh – blocks human histone deacetylase 3. O15379. recombinant HDAC3, fluorogenic peptide/trypsin coupled, fluorescence. inhibition, % at 8.3 µM. hit rate 0.15% among 320,000; in the data active = inhibition above about 26%, passing the limit was not always enough
PolyA inh – yeast polyadenylation inhibition | hit rate 0.02% among 300,000 | S. cerevisiae SKY197-pL101 polyadenylation reporter, beta-gal luminescence; efflux-impaired pdr1/pdr3 knockout yeast; score 100 = 6 SD above DMSO | calls only at 12 µM;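 active = lowest replicate activity score at least 50, where 100 means six control SD above control mean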;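 note: yeast exposed to compound for 9 h at 30 °C; higher score means more reporter readthrough which indicates perturbed polyadenylation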
RGS4 act – RGS4 potentiation or activation; HEK293 M3R/inducible RGS4, carbachol calcium flux Fluo4; stronger effect = lower value; B-score at 10 µM; hit rate 0.92% among 310,000; AID 463111;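 active = B-score of the integrated calcium signal more than 4 SD below the library mean, with starting fluorescence not abnormally high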;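 note: negative B-score means reduced calcium response which marks RGS4 activation or potentiation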
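System: HEK293 FlpIn-TREx cells, stable M3R, doxycycline-inducible RGS4. Timing: overnight RGS4 induction, 30 min dye load 37 °C, 20 min compound RT. Also added: carbachol, ECmax concentration. Measured by: Fluo4 fluorescence kinetic imaging of calcium. Evaluation: integrated calcium ratio converted to B score.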
hERG rescue – hERG (human) protection from proarrhythmic block | Q12809 | CHO-hERG, FluxOR thallium flux, dofetilide IC70 present | activation (rescue from dofetilide block), less the hit threshold, % at 10 µM | hit rate 0.51% among 310,000 | AID 1511;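 active = activation above the mean of controls blocked by dofetilide plus 5 SD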;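 note: thallium influx through hERG after potassium depolarization seen as dye fluorescence rise; in these data hits start at about 4.7%; inactives centre near -7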
KCNQ1 block – human KCNQ1 channel inhibition; CHO-K1 KCNQ1, FluxOR thallium flux fluorescence; stronger effect = higher value; B-score at 10 µM; hit rate 1.3% among 310,000;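 active = compounds whose thallium flux B-score, printed positive for inhibition, exceeds three library SD while starting fluorescence stays within three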;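 note: channel opened by potassium depolarization with thallium stimulus after 20 min compound exposure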
Active calls of the source: *; i = inactive; x = not tested or not shown.

| structure | Dyrk1A ADPGlo | KCNK9 inh | KCNK3 inh | KCNQ1 act | GSK3beta inhib | GSK3A inh | HDAC3 inh | PolyA inh | RGS4 act | hERG rescue | KCNQ1 block |
| --- | --- | --- | --- | --- | --- | --- | --- | --- | --- | --- | --- |
| COC(=O)C1=C(C)Nc2nnnn2C1c1cccs1 (stereo unspecified) | -1 | i | i | i | 0 | -1 | 1 | i | i | -15 | i |
| COc1ccc(NC(=O)CSc2nc3[nH]ncc3c(=O)[nH]2)c(OC)c1 | -1 | i | i | i | -1 | 1 | 1 | i | i | -17 | i |
| Cc1ccc(C(C)C)c(OCC(=O)NNC2=CC(=O)CC(C)(C)C2)c1 | 6 | i | i | i | 0 | 1 | -1 | i | i | -7 | i |
| COc1ccc(C)cc1S(=O)(=O)N1CCC(C(=O)NCCc2ccccc2)CC1 | -5 | i | i | i | -2 | -1 | -5 | i | i | -11 | i |
| Cc1cccc(-n2ccnc2CN2CCN(C3CCCC3)C(CCO)C2)c1 (stereo unspecified) | 0 | i | i | i | 2 | -1 | -7 | i | i | -10 | i |
| O=C(c1cccnc1)N1CCN(c2ccc([N+](=O)[O-])cc2Cl)CC1 | 5 | i | i | i | -3 | 0 | 6 | i | i | 0 | i |
| CCc1nc2c(oc3ccccc32)c(=O)[nH]1 | 21 | i | i | i | 1 | x | -6 | i | i | -1 | i |
| CCCC1Cc2c(sc(N)c2C#N)CO1 (stereo unspecified) | 4 | i | i | i | -1 | 2 | 2 | i | i | -11 | i |
| CC(=O)C1=C(O)C(=O)N(c2ccc(S(N)(=O)=O)cc2)C1c1cccc([N+](=O)[O-])c1 (stereo unspecified) | -5 | i | i | i | 3 | x | 2 | i | i | -5 | i |
| Cc1ccc(-c2nc3ccccc3c(=O)n2NC(=O)COc2ccccc2)cc1 | -6 | i | i | i | -2 | 2 | 2 | i | i | -14 | i |
| Cn1nc(C(=O)NC2CCCN(Cc3ccccc3F)C2)c2ccccc2c1=O (stereo unspecified) | 2 | i | i | i | -1 | 0 | 2 | i | i | -9 | i |
| Cc1ccccc1CN1[C@@H]2c3ccccc3C[C@@H]2OCCS1(=O)=O | 5 | i | i | i | -1 | x | 7 | i | i | -9 | i |
| CS(=O)(=O)N(CC(=O)NCc1ccncc1)c1ccc(Cl)c(Cl)c1 | 3 | i | i | i | -3 | 1 | 6 | i | i | -2 | i |
| CCc1ccc(NC(=O)CN2CCC(C(=O)c3ccc(OC)cc3)CC2)cc1 | -1 | i | i | i | 1 | 0 | 1 | i | i | -14 | i |
| NS(=O)(=O)c1cccc(NC(=O)Cn2cc(C(F)(F)F)cc(Cl)c2=O)c1 | -3 | i | i | i | 0 | -1 | -1 | i | i | -6 | i |
| COc1ccc(-c2cc(C(=O)N3CCN(S(=O)(=O)c4ccccc4)CC3)[nH]n2)cc1 | 10 | i | i | i | 1 | -1 | -3 | i | i | -12 | i |
| CC(C)c1nnc(NC(=O)CCC(=O)NCc2cccs2)s1 | -2 | i | i | i | 1 | x | -3 | i | i | -14 | i |
| CCC(C)NS(=O)(=O)c1ccc(S(=O)(=O)N(CC(=O)Nc2ccccc2)Cc2ccco2)cc1 (stereo unspecified) | -2 | i | i | i | 0 | 9 | -5 | i | i | -11 | i |
| CCOc1ccc(N2CC(NC(=O)c3cccc4ccccc34)CC2=O)cc1 (stereo unspecified) | -10 | i | i | i | 1 | -3 | 3 | i | i | -17 | i |
| Cc1cccc(OCCCCCn2ccnc2)c1C | x | i | i | i | 2 | -3 | -4 | i | i | -8 | i |

An excerpt of these results, with values under each structure:
Fields – Dyrk1A ADPGlo | KCNK9 inh | KCNK3 inh | KCNQ1 act | GSK3beta inhib | GSK3A inh | HDAC3 inh | PolyA inh | RGS4 act | hERG rescue | KCNQ1 block
- Cn1nc(C(=O)NC2CCCN(Cc3ccccc3F)C2)c2ccccc2c1=O (stereo unspecified)
    2 | i | i | i | -1 | 0 | 2 | i | i | -9 | i
- Cc1ccccc1CN1[C@@H]2c3ccccc3C[C@@H]2OCCS1(=O)=O
    5 | i | i | i | -1 | x | 7 | i | i | -9 | i
- CS(=O)(=O)N(CC(=O)NCc1ccncc1)c1ccc(Cl)c(Cl)c1
    3 | i | i | i | -3 | 1 | 6 | i | i | -2 | i

(more compounds)
| structure | Dyrk1A ADPGlo | KCNK9 inh | KCNK3 inh | KCNQ1 act | GSK3beta inhib | GSK3A inh | HDAC3 inh | PolyA inh | RGS4 act | hERG rescue | KCNQ1 block |
| --- | --- | --- | --- | --- | --- | --- | --- | --- | --- | --- | --- |
| CN=C1c2cc3cc(OC)ccc3n2CCN1Cc1ccccc1 | 2 | i | i | i | -4 | x | x | i | i | -17 | i |
| CC(C)C(=O)Nc1ccc(C(=O)Nc2nnc(C(C)(C)C)s2)cc1 | 2 | i | i | i | -4 | -3 | 0 | i | i | -12 | i |
| FC(F)(F)c1cccc(CNc2ncccc2-c2nc3cc(Cl)ccc3o2)c1 | -2 | i | i | i | 2 | 0 | -12 | i | i | -13 | i |
| NS(=O)(=O)c1ccc(NC(=S)NC(=O)/C=C/c2ccco2)cc1 | -3 | i | i | i | -3 | -4 | 16 | i | i | -3 | i |
| CCc1ccc2ncc(C(=O)c3ccccc3)c(N3CCOCC3)c2c1 | 11 | i | i | i | 3 | -2 | 14 | i | i | -31 | i |
| CCOCCc1nnc(NC(=O)c2cc(OC)c(OC)cc2[N+](=O)[O-])s1 | -7 | i | i | i | 1 | -1 | 5 | i | i | -12 | i |
| COc1ccc(S(=O)(=O)n2nc(OC(=O)c3c(-c4ccccc4Cl)noc3C)cc2N)cc1 | -4 | i | i | i | -3 | -1 | -1 | i | i | -4 | i |
| Cc1cccc(OCC(=O)N(Cc2ccc(C)o2)C2CCS(=O)(=O)C2)c1 (stereo unspecified) | 0 | i | i | i | -3 | -10 | 1 | i | i | -6 | i |
| CCCCCn1c(=O)[nH]c2cc(C(=O)NCc3ccc4c(c3)OCO4)ccc2c1=O | 1 | i | i | i | 4 | -2 | 3 | i | i | -9 | i |
| CCOc1ccc(N2C(=O)CC(Cc3ccc(Br)cc3)C2=O)cc1 (stereo unspecified) | -1 | i | i | i | 3 | -4 | 2 | i | i | -1 | i |
| CCc1ccccc1-n1cnc2cc(C(=O)O)ccc21 | 9 | i | i | i | 12 | -4 | -2 | i | i | -7 | i |
| C=C1c2cc(CC)ccc2NC(=O)N1c1ccc(C)cc1 | -12 | i | i | i | 0 | -2 | 3 | i | i | -8 | i |
| CN(CC(=O)NC(c1ccccc1)c1ccccc1)Cc1nc2ccccc2c(=O)[nH]1 | 1 | i | i | i | 0 | 10 | 2 | i | i | -8 | i |
| CCOC(=O)CN(c1ccccn1)S(=O)(=O)c1ccc(OC)cc1 | 3 | i | i | i | 3 | 0 | -14 | i | i | 0 | i |
| Cc1ccc(Cn2nc(C)c(NC(=O)CSc3n[nH]c(C)c3[N+](=O)[O-])c2C)cc1 | 3 | i | i | i | 4 | -2 | 0 | i | i | -5 | i |
| O=C(Nc1ncc2c(n1)CC(c1ccccc1)CC2=O)c1ccco1 (stereo unspecified) | 6 | i | i | i | 4 | -1 | 7 | i | i | -8 | i |
| O=C(Nc1ccccc1)/C(=C\c1ccncc1)NC(=O)c1ccccc1 | 18 | i | i | i | 1 | -2 | 0 | i | i | -6 | i |
| CN(C)CCNC(=O)CCCNC(=O)Cn1cnc2sc3c(c2c1=O)CCCC3 | 7 | i | i | i | -1 | -6 | 7 | i | i | -1 | i |
| CCCC(O)(CCC)C(=O)NNc1ccccc1 | 2 | i | i | i | -1 | -2 | -8 | i | i | -9 | i |
| COc1ccccc1Oc1nc([N+](=O)[O-])nn1CC(N)=O | x | i | i | i | 3 | 2 | 1 | i | i | -7 | i |

Whole records, quoted from the list:
CN(C)CCNC(=O)CCCNC(=O)Cn1cnc2sc3c(c2c1=O)CCCC3 is entered as Dyrk1A ADPGlo: 7; KCNK9 inh: i; KCNK3 inh: i; KCNQ1 act: i; GSK3beta inhib: -1; GSK3A inh: -6; HDAC3 inh: 7; PolyA inh: i; RGS4 act: i; hERG rescue: -1; KCNQ1 block: i
CCOC(=O)CN(c1ccccn1)S(=O)(=O)c1ccc(OC)cc1 is entered as Dyrk1A ADPGlo: 3; KCNK9 inh: i; KCNK3 inh: i; KCNQ1 act: i; GSK3beta inhib: 3; GSK3A inh: 0; HDAC3 inh: -14; PolyA inh: i; RGS4 act: i; hERG rescue: 0; KCNQ1 block: i

Going on with the list.
| structure | Dyrk1A ADPGlo | KCNK9 inh | KCNK3 inh | KCNQ1 act | GSK3beta inhib | GSK3A inh | HDAC3 inh | PolyA inh | RGS4 act | hERG rescue | KCNQ1 block |
| --- | --- | --- | --- | --- | --- | --- | --- | --- | --- | --- | --- |
| CC(=O)c1cccc(NS(=O)(=O)c2csc(C(N)=O)c2)c1 | 0 | i | i | i | 3 | -2 | 4 | i | i | -5 | i |
| CCCNS(=O)(=O)c1ccc(OCC(=O)N2CCN(c3ccccc3)CC2)cc1 | -2 | i | i | i | 1 | 1 | 3 | i | i | -12 | i |
| CN(C)N1C(=O)CC(N2CCCC2)C1=O (stereo unspecified) | -1 | i | i | i | 1 | 1 | -19 | i | i | -4 | i |
| COc1ncccc1-c1nnn(-c2ccccc2Br)n1 | 5 | i | i | i | -8 | -2 | 4 | i | i | -4 | i |
| O=C1c2ccccc2C(Nc2ccccc2)N1Cc1ccc2c(c1)OCO2 (stereo unspecified) | -1 | i | i | i | -6 | -1 | -6 | i | i | -10 | i |
| Cc1ccsc1C(=O)NCCc1c[nH]c2ccccc12 | 0 | i | i | i | 1 | 0 | -9 | i | i | -8 | i |
| O=C(COC(=O)COc1ccc(Cl)cc1)NCc1cccs1 | -2 | i | i | i | 3 | 6 | 0 | i | i | -6 | i |
| CCOC(=O)N1CCC(N2C(=O)c3ccccc3C2Nc2cccnc2)CC1 (stereo unspecified) | -7 | i | i | i | 2 | -2 | 1 | i | i | -1 | i |

The list is partial; rates above refer to the full screens.
